Casp6 inh: human caspase-6 inhibitors, primary screen, biochemical, VEID-R110 fluorescence, single point, set 2. 0.53% of 350,000 active. P55212. purified caspase-6, Z-VEID-R110 cleavage fluorescence. inhibition, % at 12.5 µM;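 active = mean inhibition across replicates at least about 35%, with every replicate also reaching that limit, limit read from the data; inconclusive = only one of the two criteria met; inactive = neither criterion met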;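 also: 0% = median of neutral control wells and 100% = no fluorescence left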
Target sequence (P55212 24-179 limits assumed): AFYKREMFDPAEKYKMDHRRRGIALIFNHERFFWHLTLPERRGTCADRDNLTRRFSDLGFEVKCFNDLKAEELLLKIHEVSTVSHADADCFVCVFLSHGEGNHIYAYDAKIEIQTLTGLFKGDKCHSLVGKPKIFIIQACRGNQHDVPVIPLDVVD
Target sequence (P55212 194-293 limits assumed): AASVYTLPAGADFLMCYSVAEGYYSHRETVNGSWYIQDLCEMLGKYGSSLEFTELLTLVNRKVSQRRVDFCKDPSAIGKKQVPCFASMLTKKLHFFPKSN
DENV2 CPE: inhibitors of DENV2 cytopathic effect, primary screen, cell-based, plate reader, single concentration. 1.7% of 350,000 active. DENV2-infected cells, cytopathic effect rescue. AID 651640, 2012. CPE inhibition, % at 9.99 µM; in the data active = CPE inhibition above about 20%, passing the limit was not always enough; inconclusive = no clear call, values can overlap the other calls; tested in BHK-21 cells;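 also: 0% = median of neutral control wells and 100% = median of positive control wells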
RAD52 inh: RAD52 DNA annealing inhibitors, primary screen, biochemical, FRET, single point, set 2. recombinant RAD52 DNA annealing, FRET fluorescence. 0.46% of 360,000 active. DNA repair protein RAD52 homolog (Homo sapiens), P43351. inhibition, % at 18.7 µM;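 active = every replicate showing at least 50% inhibition; inconclusive = mean inhibition at least 50% but not in every replicate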
RAD54 branch: inhibitors of human RAD54 branch migration, primary screen, biochemical, fluorescence, single point; DNA repair and recombination protein RAD54-like (Homo sapiens), Q92698; AID 602329, 2012; 0.14% of 360,000 active; inhibition, % at 10.4 µM; RAD54 Holliday junction branch migration, FAM/BHQ fluorescence;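 active = mean normalized replicate activity at least 40 and at least half of replicates scoring 40 or more; inconclusive = only one of the two criteria met; inactive = mean below 40 and under half of replicates reaching 40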;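 also: 0% = median of neutral control wells and 100% = median of positive control wells; inhibitors cause a drop in the FAM fluorescence signal; in these data hits start at about 50%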
F508del corr: F508del CFTR correction, initial screen, CFBE line, single point; 0.36% of 350,000 active; activity (quench increase), % at 7.58 µM; CFBE cells, YFP halide quenching; stimulated with forskolin plus potentiator P3; % fluorescence drop versus neutral controls;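 active = mean added fluorescence quench of at least 8% versus neutral control, with both replicates also reaching 8%; inconclusive = only one of the mean or replicate conditions met; inactive = mean below 8% and not both replicates reaching 8%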;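 also: cells transiently co-express mutant CFTR-F508del with the halide-sensitive YFP; corrector assay measuring rescue of mutant channel to the surface after 24 h compound exposure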
GSIS activator: GLuc luminescence reporter in INS-1E cells, primary screen for activators of glucose-dependent secretion of insulin; AID 743287, 2014; 0.61% of 370,000 active; INS-1E GLuc reporter insulin secretion, 2-3 h; activation, % at 16.6 µM;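 active = lowest replicate activation of at least 40%, so every replicate reaches that level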;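 also: 0% = median of neutral control wells and 100% = median of IBMX positive control wells; some compounds called inactive have numbers as strong as hits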
E-sel inducer: E-selectin induction in HUVECs, primary screen, imaging, HUVEC, immunofluorescence imaging, single point; normalized: neutral wells 0, TNF-alpha wells 100; 0.37% of 260,000 active; activation, % at 7.58 µM;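 active = mean E-selectin-positive cell signal at least 10% of the positive control, reached in at least 60% of replicates, without over 20% cell loss; inconclusive = no rule given, readout overlaps actives, possibly toxicity-flagged; inactive = the rest, including those meeting only one limit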;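 also: in these data hits start at about 27%; measured in HUVEC primary endothelial cells; signal is the percent of cells scored E-selectin positive by PE staining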
Target sequence (P16581 whole entry, looked up): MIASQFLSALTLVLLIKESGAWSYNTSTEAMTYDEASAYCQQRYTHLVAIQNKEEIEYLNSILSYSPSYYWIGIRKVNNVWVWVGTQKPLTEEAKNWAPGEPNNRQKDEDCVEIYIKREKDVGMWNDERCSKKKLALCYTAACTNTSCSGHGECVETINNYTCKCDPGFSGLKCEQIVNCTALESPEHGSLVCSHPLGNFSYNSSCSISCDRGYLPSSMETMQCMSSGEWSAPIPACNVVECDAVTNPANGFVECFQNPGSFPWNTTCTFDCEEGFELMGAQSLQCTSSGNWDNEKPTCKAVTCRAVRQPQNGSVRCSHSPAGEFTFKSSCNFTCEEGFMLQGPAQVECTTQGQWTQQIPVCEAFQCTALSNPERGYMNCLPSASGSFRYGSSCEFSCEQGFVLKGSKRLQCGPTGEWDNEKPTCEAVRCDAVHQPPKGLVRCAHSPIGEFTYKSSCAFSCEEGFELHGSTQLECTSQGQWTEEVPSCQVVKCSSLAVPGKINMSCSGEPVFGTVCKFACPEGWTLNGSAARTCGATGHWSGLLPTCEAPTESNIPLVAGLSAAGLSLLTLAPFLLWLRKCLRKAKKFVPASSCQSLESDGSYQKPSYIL
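Material: HUVEC primary endothelial cells; Amount: 3,000 cells per well; Dosing: single concentration; Medium: EGM-2 growth medium on 0.1% gelatin-coated wells; Read-out basis: percent E-selectin-positive cells; Signal: immunofluorescence imaging; Control set: TNF-alpha, DMSO.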
XiGFP reactiv: activators of inactive X chromosome reactivation, primary screen, imaging, XiGFP fibroblasts, GFP high-content imaging, set 2 | XiGFP mouse fibroblasts, % GFP-positive cells imaging, 3 d; cells co-treated with 5-aza-dC sensitizer; scaled so ellipticine positive control = 100% | 0.055% of 360,000 active | activation, % at 7.58 µM;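 active = mean normalized replicate activation at least 10% and every replicate at or above 10%; inconclusive = only one of the two criteria met; inactive = mean below 10% and not all replicates reach 10%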;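 also: 0% = median of on-plate neutral control wells and 100% = ellipticine 6 µM median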
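Material: XiGFP fibroblasts, SV40-immortalized; Buffer or medium: DMEM containing 5-aza-dC; Compound dosing: single point; Times: 3 days compound exposure.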
Active calls of the source: *; ? = inconclusive; . = not tested or not shown.

SMILES	Casp6 inh	DENV2 CPE	RAD52 inh	RAD54 branch	F508del corr	GSIS activator	E-sel inducer	XiGFP reactiv
CN(C)C(=O)C[C@@H]1C[C@@H]2c3cc(NC(=O)Nc4ccc(C(F)(F)F)cc4)ccc3O[C@@H]2[C@H](CO)O1	1	2	-4	3	-1.7	-6	-0.2	-0.1
O=C(NCc1ccc(Cl)s1)C1CCC(=O)N(CCc2cccc(F)c2)C1 (configuration not stated)	5	-3	-3	-4	2.7	-20	.	0.1
CC(C)NC(=O)N(C)C[C@H]1OCCCC[C@H](C)Oc2ccc(NS(=O)(=O)c3cccs3)cc2C(=O)N([C@@H](C)CO)C[C@@H]1C	-1	-8	15	1	-2.4	-13	.	-0.1
C=CCOc1ccc(CN(C)CC(O)COc2ccc(CCC(C)=O)cc2)cc1 (configuration not stated)	3	-5	-11	0	1.1	0	-0.5	0.3
O=C(O)CCSc1nnc(SCC(=O)NC2CCS(=O)(=O)C2)s1 (configuration not stated)	2	-5	-4	-8	1.0	1	-0.2	0.1
C[C@@H]1CN([C@H](C)CO)C(=O)c2cc(NC(=O)C3CC3)ccc2O[C@@H]1CN(C)C(=O)NC1CCCCC1	1	-8	-11	4	2.0	2	-0.2	-1.0
CCC(=O)N[C@@H]1C=C[C@@H](CC(=O)NCCN2CCCCC2)O[C@@H]1CO	4	?	-13	3	3.7	-2	-0.3	0.2
NC(=O)c1ccc(NC(=O)CCN=C2NS(=O)(=O)c3ccccc32)cc1	-2	-1	-1	.	-0.6	5	-0.3	0.0
NS(=O)(=O)c1ccc(C(=O)Nc2ccc(-c3nc4cccnc4s3)cc2)cc1	0	-1	-63	2	4.0	43	6.3	0.0
CCCCOc1ccc(C(=O)NCC(=O)NCC2CCCO2)cc1 (configuration not stated)	1	-4	-27	-5	-1.6	6	-0.8	0.3
CCn1cc(CNC(=O)C2CCC(=O)N(Cc3ccccc3F)C2)cn1 (configuration not stated)	1	3	-2	6	-0.5	14	.	0.0
Cc1ccc(-c2csc3ncn(CC#N)c(=O)c23)cc1C	5	3	-24	-2	10*	3	.	-0.1
O=C(NCC[C@H]1CC[C@H](NC(=O)c2ccncc2)[C@@H](CO)O1)Nc1ccc(Cl)cc1	-2	0	35	8	1.0	-5	-0.3	0.3
O=[N+]([O-])c1cccc(S(=O)(=O)N2CCCCCC2)c1	.	.	.	16	.	5	1.6	0.3
COc1ccc(C(=O)N/C(=C\c2ccccc2)C(=O)Nc2ccc(C(=O)O)cc2)cc1	-2	-6	-6	4	1.4	-1	.	0.4
CNC[C@H]1Oc2cc(-c3cncnc3)ccc2S(=O)(=O)N([C@@H](C)CO)C[C@H]1C	-1	.	-38	-1	-0.8	20	2.0	0.0
O=C(c1ccc(F)cc1)C1CCN(C(=O)NCc2ccccc2)CC1	1	-11	-10	-5	2.9	10	.	.
CCOc1ccccc1N1CCN(C(=O)c2cn(CC3CCCCC3)nn2)CC1	-1	4	7	-1	2.3	-13	.	0.0
CCc1ccc(OCCCCN(C)Cc2ccccc2)cc1	1	15	-3	-12	1.6	4	.	0.0
CN(C)c1ccc(C2CC(=O)OC3=C2C(=O)CC(C)(C)C3)cc1 (configuration not stated)	2	1	-9	.	1.7	-11	.	0.1
O=C(Nc1cc(F)ccc1F)N1CC(=O)N2[C@H](CO)[C@@H](c3ccc(-c4ccccc4)cc3)[C@@H]2C1	1	-14	-5	.	-0.1	-10	-0.2	0.0
Cc1c(C(=O)NCc2ccco2)oc2ccccc12	4	-4	-7	20	-1.3	4	48*	0.4
Cn1cc(CC(=O)N2CCN(c3ccccc3F)CC2)c2ccccc21	-1	12	-81	4	0.6	-18	0.5	0.0
C/C(N)=C(/C#N)C(=O)COC(=O)c1cc2c(s1)CCCC2	0	1	-14	.	0.2	-22	1.3	0.0
COc1ccccc1-c1cnn2c(N3CCOCC3)cc(C)nc12	0	-3	3	1	4.1	13	0.0	0.0
CC(C)N1C(=O)CCC1C(=O)NCc1ccccc1Cl (configuration not stated)	1	-6	-3	-9	-0.6	0	1.0	0.3
Cc1ccc2c(CC(=O)N3CCN(c4ccccc4)CC3)coc2c1	3	3	-34	-6	-0.5	-18	-1.4	0.0
CC(NC(=O)COc1ccccc1)C(=O)NCc1ccccc1Cl (configuration not stated)	-1	-5	-40	-4	2.1	4	.	0.0
CCOc1cc(CNn2cnnc2)cc(Br)c1OCC(=O)NC(C)(C)C	-3	19	4	3	1.1	8	0.0	0.1
c1ccc(-c2ccc3[nH]ccc3c2)cc1	-7	87*	-33	-6	1.8	.	0.1	0.0
COc1cccc(CNC(=O)CCNS(=O)(=O)c2ccc(C)cc2)c1	-1	?	3	3	4.8	-10	0.2	-0.1
CCOC(=O)N1CCC(C(=O)Nc2ccc(OCC)cc2)CC1	-2	1	4	2	9.8*	5	1.1	0.0
O=C(CNC(=O)c1ccc(Br)o1)NNC(=O)c1ccc(Br)cc1	0	10	-6	-3	0.1	-6	-0.3	0.0
O=Cc1ccc2noc(-c3ccc(Cl)cc3)c2c1	2	?	-29	-5	2.9	1	.	.
Cc1ccc(/C=N/NC(=O)c2ccco2)cc1	-1	1	2	5	0.4	0	.	0.0
CCC1S/C(=N/N=C/c2ccco2)N(Cc2ccc(F)cc2)C1=O (configuration not stated)	2	-4	-24	3	1.9	-15	-0.1	0.0
CCCNC(=O)N(C)C[C@@H]1Oc2ncc(C#CC3CCCCC3)cc2C(=O)N([C@@H](C)CO)C[C@@H]1C	1	1	-1	4	1.5	-15	-0.2	0.0
COCC#Cc1cnc2c(c1)C(=O)N([C@@H](C)CO)C[C@H](C)[C@@H](CN(C)C(=O)Nc1cccc(F)c1)O2	-3	0	-8	1	-2.3	21	0.1	-1.2
Cc1cc(C)c(S(=O)(=O)Nc2ccccc2C(=O)OCC(=O)NCc2ccccc2)c(C)c1	2	?	-3	.	0.4	-7	-0.1	0.2
Cc1cc(/C=C(\C#N)C(=O)Nc2ccccc2)c(C)n1-c1ccc(C(=O)O)cc1	1	-2	-37	7	-1.9	-29	.	-0.1
CN1C(=O)c2cc(NC(=O)CC(F)(F)F)ccc2OC[C@H]2O[C@@H](CC(=O)NC3CCC3)CC[C@@H]21	0	2	12	-3	-0.2	3	0.2	0.1
CCS(=O)(=O)N1CC2(C1)[C@H](c1ccccc1)[C@H](CO)N2C(=O)C1CC1	-2	-13	-4	.	-4.1	4	0.3	0.0
N#Cc1ccc(CN2CCN(C(=O)CN3C(=O)NC4(CCCC4)C3=O)CC2)cc1	4	-4	-11	0	-0.1	2	-1.5	-0.1
Cc1ccc(CNC(=O)[C@H]2O[C@@H](n3ccc(N)nc3=O)[C@H](O)[C@@H]2O)o1	3	1	-4	-5	3.6	3	-0.1	0.0
CC1(c2nnc(-c3cccc(Cl)c3)o2)CC(c2ccc(OC(F)(F)F)cc2)=NO1 (configuration not stated)	-1	7	-5	-10	0.6	-14	-0.1	0.0
COc1ccc(NC(=O)c2ccccc2S(=O)c2ccccc2C#N)cc1 (configuration not stated)	2	-1	-12	.	-0.7	28	.	-0.1
COCC(=O)N1CC2(C1)[C@H](c1ccc(-c3ccccc3)cc1)[C@@H](CO)N2C(C)=O	-1	-9	-21	.	-5.1	15	0.0	0.1
CC1CCC(NC(=O)C2CCC(CNS(=O)(=O)c3cccc4cccnc34)CC2)CC1 (configuration not stated)	0	5	-4	-11	2.5	4	.	0.0
O=C(NC(=O)N1CCCC1)c1csnn1	-2	4	3	.	-3.3	-9	2.4	0.2
CO[C@H]1CN(C)C(=O)c2cc(NS(=O)(=O)c3ccccc3)ccc2OC[C@H](C)N(Cc2cccnc2)C[C@H]1C	0	2	7	-5	0.3	-4	0.1	0.0
C[C@H]1CN([C@@H](C)CO)C(=O)Cc2cc(NC(=O)Nc3ccc(C(F)(F)F)cc3)ccc2O[C@H]1CN(C)C(=O)NC1CCCCC1	6	-1	-13	-6	5.7	.	.	.
NC(=O)c1ccsc1NC(=O)CSc1nnc(NC2CC2)s1	-1	1	-1	9	0.7	-2	.	-0.1
Cc1ccc(Cn2nnc3c(=O)n(CC(=O)NCc4ccccc4)cnc32)cc1	0	-7	-7	.	2.4	-2	.	-0.1
COc1ccc(S(=O)(=O)N2CCC[C@@H]2C(=O)N2CCC[C@H]2C(=O)NCc2ccncc2)cc1C	-4	?	-4	.	5.1	5	0.0	2.2
CO[C@H](CN(C)CC1CCOCC1)[C@@H](C)CN(C(=O)Nc1ccc(F)cc1)[C@@H](C)CO	-10	10	-11	-1	0.3	-7	0.0	0.2
CCc1nccn1S(=O)(=O)c1cc(OC)ccc1OC	-2	0	4	-6	0.6	-2	.	0.0
CCCCCCOc1ccc(/C=C/C(=O)N2CCOCC2)cc1OC	2	2	2	4	-2.3	3	-0.2	0.2
CCOCCc1nnc(NC(=O)Cc2c(F)cccc2Cl)s1	-3	1	-19	1	-0.8	18	1.6	0.1
COc1ccc(CN(C)CC(=O)Nc2ccccc2C(=O)NC2CC2)cc1F	1	9	-2	-10	-3.8	16	.	-0.1
CCCNC(=O)COC(=O)c1ccccc1C(=O)c1ccc(Cl)c([N+](=O)[O-])c1	1	1	14	.	-3.2	43	.	-0.1
C/C=C/c1ccc([C@@H]2[C@@H](CO)N(C(C)=O)C23CN(C(=O)c2cnccn2)C3)cc1	.	-6	-28	.	2.4	6	-0.1	0.0
CCCC(=O)Nc1ccc2c(c1)C(=O)N(C)C[C@@H](OC)[C@@H](C)CN(C(C)=O)[C@H](C)CO2	1	-21	-2	-1	2.0	12	0.1	-0.6
Cc1ccccc1SC1CCN(Cc2nc(C3CC3)no2)CC1	-2	-4	-21	.	3.1	-7	.	0.0

From PubChem BioAssay

This is a random part of the collection. About 3.7% of those tested had a hit in this group.
